Screening data (PubChem)
TAG inh – triacylglycerol accumulation inhibition; inhibition, % at 12.5 µM; H9c2 cells, Nile Red lipid (TAG) fluorescence; cells loaded with 200 µM oleic acid; AID 651582; 230,000 compounds, 0.66% hits;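 active = pattern-corrected inhibition of lipid staining of at least 50% with the nuclear-stain viability signal not falling by more than 50%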;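 note: 0% = DMSO wells and 100% = triacsin C control wells; some results filed as inactive read as strong as hits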
TAG inh DAPI viability – recorded beside TAG inh, whose call it bears; DAPI nuclei signal change (viability), lower = more cytotoxic, %;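 whole-well DAPI fluorescence read on a plate reader as a viability signal; minus 50 percent equals half of cells still viable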
Active calls of the source: *. An excerpt; count on the stated rates, not on these rows.

The opening six compounds, to show the layout:
SMILES	TAG inh	TAG inh DAPI viability
O=C(NCc1ccccc1Cl)C1CCC(CNc2c(N3CCCCC3)c(=O)c2=O)CC1 (configuration not stated)	12	-6
NC(=O)CN(c1ccc(Oc2ccccc2)cc1)S(=O)(=O)c1ccccc1	-9	3
O=C(OCC1COC(c2ccccc2)(c2ccccc2)O1)c1ccccc1 (configuration not stated)	-19	1
O=[N+]([O-])c1cccc2c(N3CCOCC3)ccnc12	-14	3
COc1ccc(N/C=C(\C#N)c2ccc(OCCCF)cc2)cc1	20	0
Cc1ccc(S(=O)(=O)n2cnc3ccccc32)c(C)c1	-12	15

The listing, from the start:
SMILES	TAG inh	TAG inh DAPI viability
O=C(NCc1ccccc1Cl)C1CCC(CNc2c(N3CCCCC3)c(=O)c2=O)CC1 (configuration not stated)	12	-6
NC(=O)CN(c1ccc(Oc2ccccc2)cc1)S(=O)(=O)c1ccccc1	-9	3
O=C(OCC1COC(c2ccccc2)(c2ccccc2)O1)c1ccccc1 (configuration not stated)	-19	1
O=[N+]([O-])c1cccc2c(N3CCOCC3)ccnc12	-14	3
COc1ccc(N/C=C(\C#N)c2ccc(OCCCF)cc2)cc1	20	0
Cc1ccc(S(=O)(=O)n2cnc3ccccc32)c(C)c1	-12	15
O=C(COC(=O)c1ccc(O)cc1)NCCC1=CCCCC1	-3	-6
O=c1c(/C=C(\O)c2ccccc2)nc2ccccc2n1-c1ccccc1	15	-8
COc1ccc(NC(=O)c2nc[nH]c2C(=O)N[C@@H](C)c2ccccc2)cc1	9	-4
O=C(O)c1cc([N+](=O)[O-])c(NCc2cccnc2)c([N+](=O)[O-])c1	7	-7
O=C(CNC(=O)c1cccs1)N/N=C/c1ccco1	0	-1
CCn1cc(CN2CCCC(CO)(Cc3ccc(F)cc3)C2)c2ccccc21 (configuration not stated)	3	9
COCC(C)NC(=O)c1ccc(-n2nc(C(F)(F)F)cc2-c2cccs2)cc1 (configuration not stated)	7	-12
O=C(O)c1ccc(/C=N/Nc2nc(N3CCCCC3)nc(N3CCCCC3)n2)cc1	10	0
Cc1nc2ccc(NC(=O)c3oc4ccc(F)cc4c3C)cc2s1	2	2
O=C(CSc1nnc(NC2CCCCC2)s1)NCc1ccco1	-12	0
COc1ccc(N2C(=O)C(Cl)=C(N3CCCC3)C2=O)cc1	7	0
COc1cc(S(=O)(=O)N(C)C2CCCCC2)c(C)cc1C	-26	7
COc1ccccc1N1CCN(CC(=O)NC(=O)NCc2ccccc2)CC1	11	-10
COc1ccc2nc3cccc(OC)c3nc2c1	7	9
Cc1ccc(S(=O)(=O)Nc2c(C)n(C)n(-c3ccccc3)c2=O)cc1C(=O)NCc1ccccn1	-24	5
c1ccc(-c2cn3c(n2)SCC3)cc1	-16	3
Cc1cccc(C)c1NC(=O)N1CCC(n2cnc3ccccc32)CC1	29	-8
CS(=O)(=O)N1CCCC(C(=O)Nc2ccc(Br)cc2F)C1 (configuration not stated)	7	-15
O=C(Nc1ccc2c(c1)OCCO2)c1ccc2ccccc2n1	17	3
CN(C)C(CNC(=O)c1cccs1)c1cccnc1 (configuration not stated)	-9	-9
Cc1ccccc1C(=O)NCC(=O)OCC(=O)NC(C)C1CC2CCC1C2 (configuration not stated)	6	-6
COc1ccccc1CCC(=O)OCC(=O)Nc1c(C)nn(-c2ccccc2)c1C	10	-6
CCN(CC)S(=O)(=O)c1ccc(N2CCCCC2)c(C(=O)Nc2ccccc2N2CCOCC2)c1	12	-6
Cc1cccc(NCc2ccc(O)c3ncccc23)c1	-13	1

As entered above.
Entry for CCN(CC)S(=O)(=O)c1ccc(N2CCCCC2)c(C(=O)Nc2ccccc2N2CCOCC2)c1 in TAG inh: 12
Entry for c1ccc(-c2cn3c(n2)SCC3)cc1 in TAG inh: -16
Entry for Cc1cccc(NCc2ccc(O)c3ncccc23)c1 in TAG inh: -13
Entry for COc1ccccc1CCC(=O)OCC(=O)Nc1c(C)nn(-c2ccccc2)c1C in TAG inh DAPI viability: -6

Next part
SMILES	TAG inh	TAG inh DAPI viability
CCOc1ccccc1NC(=O)CSc1nc2c(c(=O)n1C)SC(C)C2 (configuration not stated)	-2	-5
FC(F)(F)c1nnc2sc(-c3ccccn3)nn12	-10	9
COc1cccc(C(=O)Nc2ccc3nc4n(c(=O)c3c2)CCCCC4)c1	-8	6
CCc1ccc(OCC(=O)NNC(=O)c2cc(S(=O)(=O)N(C)C)ccc2N2CCCC2)cc1	9	-5
O=C(COC(=O)c1ccccc1)NCCCCc1ccccc1	10	-7
C=CCn1c(=O)c2ccccc2n2c(SC(C)C(=O)Nc3nc(-c4ccccc4)cs3)nnc12 (configuration not stated)	14	5
CC12CCC3(CO)COC(c4ccccc4O1)C2C3 (configuration not stated)	-4	2
Cc1ccc(S(=O)(=O)NN2C(=O)/C(=C/c3cccs3)SC2=S)cc1	-8	-3
CC1C(=O)N2CCCc3cc(NC(=O)C(=O)NCc4ccc5c(c4)OCO5)cc1c32 (configuration not stated)	-10	3
CSCCC(NC(=O)c1ccccc1Cl)C(=O)NCC(c1ccco1)N1CCCCC1 (configuration not stated)	11	-6
Cc1ccc(-c2nnc(N3CCC(C)CC3)c3ccccc23)cc1C	-20	8
Cc1cc(=O)oc2cc(OCC(=O)OC(C)C(=O)Nc3ccc(S(N)(=O)=O)cc3)ccc12 (configuration not stated)	13	-1
CCc1nnc(NC(=O)C2CCC2)s1	1	-7
COc1ccc(Oc2nc3ccccc3n3cccc23)cc1	-81	-2
Cc1cc(C)cc(NC(=S)NC2CC3CCCC(C2)N3C2CC2)c1 (configuration not stated)	1	7
O=C(c1ccc([N+](=O)[O-])cc1)N(C1=NCCCCS1)c1ccccc1	6	-3
CCn1c(=O)c(C(=O)NCc2ccccc2Cl)c(O)c2ccccc21	0	0
CSc1ncccc1C(=O)OCC(=O)c1ccccc1	-24	16
Cc1cccc(N=C2NC(=O)/C(=C/c3cccn3C)S2)c1C	10	-8
O=C(Nn1cc(C(=O)Nc2ccc(F)cc2F)c2ccccc2c1=O)c1cnccn1	22	-20
CCOC(=O)N1CCN(C(=O)c2c(-c3ccccc3)noc2C)CC1	-7	-8
CC(C)(C#N)NC(=O)c1ccco1	-5	10
O=C(c1cccc(-c2ccc(O)cc2)c1)N1CCOCC1	12	-11
COCCNC(=O)C(c1ccc(C)o1)N(C(=O)C(=O)NC1CCCCC1)c1ccc(F)cc1 (configuration not stated)	4	1
CCOc1ccc(Cc2nc(-c3nonc3N)no2)cc1OCC	8	-7
Cc1occc1-c1nnc(SCC(=O)Nc2ccc3c(c2)OCO3)n1CC1CCCO1 (configuration not stated)	9	-15
COc1ccccc1C(=O)COC(=O)CNS(=O)(=O)c1ccc(C)cc1	-5	-3
CCC(=O)c1ccc(OCC(=O)OCC(=O)c2cc(C)n(C3CC3)c2C)cc1	0	-6
Cc1cccc(CCN(CC(=O)NC(C)(C)C)C(=O)c2csnn2)c1	2	-9
CC(=O)Nc1nc(SCCCc2ccccc2)n[nH]1	5	8

Complete entries from above:
Cc1occc1-c1nnc(SCC(=O)Nc2ccc3c(c2)OCO3)n1CC1CCCO1 (configuration not stated) is entered as TAG inh: 9; TAG inh DAPI viability: -15
CC(C)(C#N)NC(=O)c1ccco1 is entered as TAG inh: -5; TAG inh DAPI viability: 10

(listing goes on)
SMILES	TAG inh	TAG inh DAPI viability
FC(F)(F)c1ccccc1NC(=S)N1CCc2ccccc2C1	-8	2
COc1ccc(CCC(=O)N2CCN(S(=O)(=O)c3cccc(Cl)c3)CC2)cc1	4	3
CC1(C)Cc2c(sc3nc(-c4ccccc4)n(N)c(=O)c23)CO1	11	-14
CN(CC(=O)Nc1ccc(F)cc1)C(=O)COC(=O)CSc1ccc(F)cc1	6	5
COC(=O)CSc1nnc(-c2ccc(S(=O)(=O)N3CCCC3)cc2)n1C	5	8
O=C1CCN(Cc2ccccc2)C=C1c1ccc(Br)cc1	3	-2
O=C(Oc1ccc(/C=N/NC(=O)c2ccccn2)cc1)c1ccc(Br)cc1	5	4
CCc1nc2c(OCCn3cccc3)cccn2c1N(C)C(=O)C1CC1	-7	-3
CN(Cc1cccc(F)c1)C(=O)c1cccc(S(=O)(=O)N2CCN(Cc3ccccc3)CC2)c1	-1	-1
O=C1Nc2ccccc2C(=O)C1(Cl)Cc1ccccc1 (configuration not stated)	14	-6
O=C(NCc1ccc2c(c1)OCO2)C1CC(c2cccc(Br)c2)=NO1 (configuration not stated)	-23	6
COc1ccc(-c2cc3onc(-c4c(Cl)cccc4Cl)c3c(=O)n2C)cc1	-4	-4
O=C(CCS(=O)(=O)c1ccccc1)NC1CCCCC1	21	-5
COC(=O)[C@H](C)NC(=O)NCc1ccc(S(N)(=O)=O)cc1	11	0
Cc1nccn1CC(=O)c1ccccc1	-5	-3
Cc1nc2ccc(S(=O)(=O)NCC(=O)N3CCOCC3)cc2s1	3	5
COc1ccccc1N1CCN(c2nc(N)c(C#N)c(CC#N)c2C#N)CC1	9	0
COc1ccccc1NC(=S)N1CCN(c2ccc(F)cc2)CC1	1	-1
O=C(O)C(=Cc1cccc([N+](=O)[O-])c1)c1ccccc1	-4	-5
CCOC(=O)c1ccc(NC(=O)C23CCC(C)(C(=O)O2)C3(C)C)cc1 (configuration not stated)	15	2
O=C(c1ccc(-c2ccccc2)c(F)c1)C1CCCN(CCCn2cccn2)C1 (configuration not stated)	33	3
COc1ccc(C(=O)Nc2ccccc2)cc1NC(=O)c1cccs1	7	1
Cc1ccc(NC(=O)c2ccc3c(=O)n4c(nc3c2)CCC4)cc1S(=O)(=O)N(C)C	15	2
COc1ccc(CC(=O)NCC2CCCN(Cc3cccc(C(F)(F)F)c3)C2)cc1 (configuration not stated)	9	-8
CC1CCN(C2(O)C(=O)Nc3ccc(Br)cc32)CC1 (configuration not stated)	-1	2
CCOc1cc(N2CCOCC2)c(OCC)cc1NC(=O)c1[nH]c(C)c(C(C)=O)c1C	40	-7
O=C(NCCOc1ccccc1F)c1cc([N+](=O)[O-])ccc1N1CCOCC1	20	-22
CN1CCCN(C(=O)CNC(=O)c2ccc(Cl)cc2Cl)CC1	13	-5
Cc1c(Cl)cccc1-c1ccc(/C=N/n2cnnc2)o1	18	-9
Cc1ccc(S(=O)(=O)n2ccc(-c3ccc(OCc4c(F)cccc4Cl)cc3)n2)cc1	-9	6
O=C(C1=C[C@@H](c2ccc(C(F)(F)F)cc2)C[C@@H](OCc2ccc(CO)cc2)O1)N1CCN(Cc2ccc3c(c2)OCO3)CC1	-19	7
Cc1cn(C2CCCCO2)c(=O)nc1NO (configuration not stated)	-2	1
Cc1cc(C)nc(N2CCCC(C(=O)NNC(=O)c3ccncc3)C2)n1 (configuration not stated)	-4	15
NC(=O)C1CCN(CC(=O)Nc2cccnc2Cl)CC1	-5	-6
CN(C)c1ccc(CNC(=O)C2CCN(S(=O)(=O)c3ccc4c(c3)CCC(=O)N4)CC2)cc1	18	5
COc1cc2cnc(C3=CCCCC3)cc2cc1OC	12	7
CC(C)CC(COCc1ccc(Cl)cc1)N1CCN(C(=O)c2cccc(C(F)(F)F)c2)CCC1=O (configuration not stated)	11	-5
Cc1cc(=O)n(C)c(=O)n1CCCCOc1ccc([N+](=O)[O-])cc1	2	-5
CCOc1ccc(N2CC(C(=O)NCCCN3CCOCC3)CC2=O)cc1 (configuration not stated)	-9	3
O=C(OCC(=O)N1CCN(c2ccccc2)CC1)c1ccc[n+]([O-])c1	21	3
CCC(=O)Nc1ccc(C(=O)Nc2cccc(OC)c2)cc1	7	4
C/C(=N\NC(=O)c1ccc(CSc2nc(C)cc(C)n2)cc1)c1ccco1	-5	4
CSc1ccccc1NC(=O)COC(=O)c1ccc(-n2nc(C)cc2C)cc1	-10	-5
Cc1ccc(C2=NN=C(NC(=O)CSc3nnc4c5ccccc5n(C)c4n3)SC2)cc1	-7	-1
C/C(CC(=O)Nc1ccc(Br)cc1)=N\NC(=O)c1cccc(O)c1	14	2
O=C(NCCCn1ccnc1)c1cccc(S(=O)(=O)NCc2ccccc2)c1	-8	-1
CCCCC(CCC(=O)Nc1ccc(C(=O)OCC)cc1)C(=O)O (configuration not stated)	-7	9
Cc1ccc(S(=O)(=O)N2CCN(C(=O)CSc3n[nH]c(N)n3)CC2)c(C)c1	-25	4
CC(C)N(C(=O)[C@H]1C[C@H](CC(=O)NCCCn2ccnc2)C(=O)N2CCc3c([nH]c4cc(CCC(=O)N(C)C)ccc34)[C@]12C)C(C)C	-11	12
Cn1nnc2cc(C(=O)Nc3ccc4ccccc4c3)ccc21	-2	1
O=C(Nc1ccsc1C(=O)NC1CC1)c1ccccc1	0	5
COC(=O)[C@@H]1[C@H]2C[C@H]3c4[nH]c5ccccc5c4CCN3C[C@@H]2CC[C@@H]1O	-6	10
CCOc1ccc(S(=O)(=O)N2CCN(CCNS(=O)(=O)c3ccc(C)cc3)CC2)cc1	-4	8
Cc1cccc(NC(=O)CNC(=O)CNC(=O)Cc2ccccc2)c1	-5	0
C/C(=N\NC(=O)C(=O)N/N=C(\C)c1cccc(O)c1)c1cccc(O)c1	-2	7
CCNC(=O)OCc1cn(-c2ccc(Cl)cc2)nn1	0	-3
C[C@@H]1CN([C@H](C)CO)C(=O)CCCn2cc(nn2)CO[C@H]1CN(C)S(=O)(=O)c1ccc(C#N)cc1	-6	2
CN1C(C(=O)NCCc2cccs2)CC2Cn3c(nc4ccccc43)C21 (configuration not stated)	3	-10
COc1ccc2c(c1)C(O)C(CO)C(C(=O)O)C2 (configuration not stated)	-3	3
O=C(c1ccsc1)N1CCCC(Nc2cccc(F)c2)C1 (configuration not stated)	-2	4
Additional records:
SMILES	TAG inh	TAG inh DAPI viability
O=C(COC(=O)c1ccc(Cl)nc1)NCCc1ccccc1	2	-2
Cc1nc(C(=O)NNC(=O)c2ccc(Cl)cc2)c(C(F)(F)F)o1	3	-3
COc1ccc(/C=C2\N=C3CCCCCN3C2=O)cc1OC	-2	-5
COC(=O)c1ccc(CN2C(=O)NC3(CCCCC3)C2=O)cc1	-13	2
CC(=O)NC1CCN(CC(=O)Nc2nccs2)CC1	-8	7
